From PubChem
CR mimetic SO = lowers age-related superoxide in aged yeast cells; S. cerevisiae aged cells, superoxide DHE fluorescence; stronger effect = lower value; superoxide response (% of plate mean), % at 10 µM; actives 0.18% (n = 330,000);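 active = superoxide response under a set limit, about three screen SD below normal, cut at about 65% in these data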;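 also: yeast aged for seven days with compound at 30 °C before DHE staining; 100% = average MFI of all compound-treated wells on the plate with controls excluded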
MEP2-GFP yeast = modulators of TOR pathway MEP2-GFP in S. cerevisiae | AID 2016 | GFP response vs DMSO, % at 10 µM | actives 0.51% (n = 330,000) | S. cerevisiae MEP2-GFP strain, flow cytometry GFP, 3 h; 100% = DMSO control level;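 active = GFP response versus DMSO above a set limit, roughly screen mean plus 3 SD, cut at about 180% in these data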;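 also: median GFP fluorescence of the barcode-gated MEP2-GFP cells per well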
AGP1-GFP MLPCN = alters AGP1-GFP fluorescence in TOR pathway yeast screen. actives 0.02% (n = 320,000). GFP response vs DMSO, % at 10 µM. S. cerevisiae AGP1-GFP multiplex flow cytometry, 3 h; GFP as percent of DMSO wells;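 active = GFP response relative to DMSO above a set limit, near screen average plus 3 SD, cut at about 150% in these data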;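 also: median GFP channel fluorescence of the gated AGP1 strain per well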
RPL19A-GFP yeast = yeast TOR pathway RPL19A-GFP modulation; S. cerevisiae RPL19A-GFP strain, flow cytometry, 3 h; stronger effect = lower value; percent response vs DMSO, % at 10 µM; actives 0.3% (n = 330,000); AID 2025;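 active = percent response vs DMSO below 50%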;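 also: median channel GFP fluorescence of the barcoded RPL19A-GFP strain; ratio of sample median GFP to plate DMSO average so 100% = DMSO; lower means less RPL19A-GFP as with rapamycin TOR inhibition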
LAP4-GFP MLPCN = modulators of TOR pathway LAP4-GFP in S. cerevisiae; AID 2023; actives 0.34% (n = 320,000); GFP response vs DMSO, % at 10 µM; S. cerevisiae LAP4-GFP multiplex, flow cytometry GFP, 3 h; median GFP as percent of DMSO wells;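 active = GFP response vs DMSO above a set limit, about the screen mean plus 3 SD, cut at about 150% in these data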
GRK2 inh = inhibitors of human GRK2 displacing RNA aptamer; bead flow cytometry, FAM-aptamer displacement from GRK2; actives 0.59% (n = 330,000); inhibition of aptamer binding, % at 10 µM; P25098; AID 488847;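 active = inhibition of aptamer binding above 40%, roughly 3 SD of noise, on plates passing a quality check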;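 also: median bead fluorescence of bound FAM aptamer so fluorescent compounds give negative values; no value below 0 was filed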
CIT2-GFP yeast = modulators of TOR pathway CIT2-GFP in S. cerevisiae | S. cerevisiae CIT2-GFP strain, flow cytometry, 3 h; 100 means same as DMSO wells | GFP response vs DMSO, % at 10 µM | AID 2029 | actives 0.065% (n = 320,000);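 active = GFP response relative to DMSO above a set limit, near the screen mean plus 3 SD, cut at about 150% in these data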;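 also: ratio of well median GFP fluorescence to mean of DMSO wells on the plate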
VLA-4 inh = inhibition in a human VLA-4 binding assay; AID 2557; VLA-4 expressing cells, ligand binding flow cytometry; actives 0.2% (n = 330,000); inhibition, % (about 7 µM as worked out from the volumes in the protocol); P13612; in the data active = inhibition above about 50%
Target sequence (P13612 whole entry, looked up): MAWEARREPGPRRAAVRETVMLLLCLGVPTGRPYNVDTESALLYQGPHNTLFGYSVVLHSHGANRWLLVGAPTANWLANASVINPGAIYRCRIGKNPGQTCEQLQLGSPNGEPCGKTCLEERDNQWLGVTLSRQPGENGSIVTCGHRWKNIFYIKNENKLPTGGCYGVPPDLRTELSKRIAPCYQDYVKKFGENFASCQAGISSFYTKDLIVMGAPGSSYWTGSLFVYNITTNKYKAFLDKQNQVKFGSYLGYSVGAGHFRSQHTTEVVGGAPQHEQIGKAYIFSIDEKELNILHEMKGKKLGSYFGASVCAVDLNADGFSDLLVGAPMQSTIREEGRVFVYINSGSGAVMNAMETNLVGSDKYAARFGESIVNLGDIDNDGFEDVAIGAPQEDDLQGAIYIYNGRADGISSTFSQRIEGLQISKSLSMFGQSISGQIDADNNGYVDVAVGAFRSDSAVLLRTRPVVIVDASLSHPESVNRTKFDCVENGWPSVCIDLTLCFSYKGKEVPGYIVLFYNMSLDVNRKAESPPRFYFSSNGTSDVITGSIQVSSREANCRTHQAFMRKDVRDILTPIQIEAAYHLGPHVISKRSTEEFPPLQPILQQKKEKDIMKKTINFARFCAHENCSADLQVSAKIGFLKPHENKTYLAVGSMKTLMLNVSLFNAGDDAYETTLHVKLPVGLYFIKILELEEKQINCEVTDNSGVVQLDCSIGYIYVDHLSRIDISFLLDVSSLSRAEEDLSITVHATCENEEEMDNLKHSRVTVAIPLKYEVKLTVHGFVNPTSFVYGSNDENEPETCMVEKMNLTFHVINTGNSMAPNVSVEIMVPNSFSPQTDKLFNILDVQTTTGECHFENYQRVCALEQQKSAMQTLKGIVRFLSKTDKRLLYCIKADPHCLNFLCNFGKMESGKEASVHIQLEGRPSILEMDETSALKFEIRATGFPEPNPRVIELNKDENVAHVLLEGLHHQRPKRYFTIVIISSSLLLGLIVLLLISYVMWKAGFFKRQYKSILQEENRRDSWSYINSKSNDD
* marks the source's active call; other numbers are inactive results; i = inactive; x = no result given.

Structure,CR mimetic SO,MEP2-GFP yeast,AGP1-GFP MLPCN,RPL19A-GFP yeast,LAP4-GFP MLPCN,GRK2 inh,CIT2-GFP yeast,VLA-4 inh
O=c1[nH]c(SCc2ccc(F)cc2Cl)nc2ccccc12,106,99,94,94,93,1,87,4
Cc1ccc(-n2nnc3c(SCC(=O)NCC4CCCO4)ncnc32)cc1 (stereo not drawn),104,92,89,92,89,0,87,7
CCOC(=O)N1CCN(C(=O)c2cccc(S(=O)(=O)Nc3ccccc3Cl)c2)CC1,95,107,96,97,95,6,89,28
OC(CN1CCN(c2cccc(Cl)c2)CC1)C(c1ccccc1)c1ccccc1 (stereo not drawn),96,92,89,97,100,3,88,37
CN(CC(=O)Nc1ccc(N2CCOCC2)cc1)C(=O)CCCOc1ccc(Cl)cc1Cl,114,101,110,101,105,1,93,2
Cc1cccc(NC(=O)[C@H](Cc2ccccc2)NC(=O)[C@@H]2Cc3ccccc3CN2)c1,85,93,97,93,92,0,103,-2
O=C(O)c1nnn(-c2cccc(C(F)(F)F)c2)c1-c1ccccc1,i,88,101,96,99,5,105,-2
Cc1nc2sc(C(c3cccs3)N3CCC4(CC3)OCCO4)c(O)n2n1 (stereo not drawn),114,93,73,104,90,0,64,34
COC(=O)c1c(NC(=O)CN2CCCC(C)C2)c2c(C)cccc2n1C (stereo not drawn),90,109,112,107,108,0,110,3
COc1cc(NC(=O)COC(=O)c2[nH]c(C)c(C(C)=O)c2C)cc(OC)c1,132,91,93,92,89,5,84,-7

Continued:
Structure,CR mimetic SO,MEP2-GFP yeast,AGP1-GFP MLPCN,RPL19A-GFP yeast,LAP4-GFP MLPCN,GRK2 inh,CIT2-GFP yeast,VLA-4 inh
CC(C)c1ccc(NC2CCCN(C(=O)CCc3cnn(C)c3)C2)cc1 (stereo not drawn),95,95,92,107,68,0,101,5
COc1ccc(-c2ncnc(C(F)(F)F)c2-c2csc(C)n2)c(O)c1,92,95,103,96,112,1,89,5
CC(C)[C@@H](C(=O)NC1CCCC1)N1C(=O)N2CCc3c([nH]c4ccccc34)[C@@]2(C)C1=O,96,102,96,98,100,0,98,-5
CC(=O)Nc1ccc(C(=O)COC(=O)CN2C(=O)NC3(CCCCC3C)C2=O)cc1 (stereo not drawn),90,97,96,96,98,1,92,6
Cn1c(C(=O)NCc2ccccn2)cc2c(=O)n3ccccc3nc21,92,103,98,92,89,4,100,16
O=C(/C=C/c1ccc(S(=O)(=O)N2CCOCC2)cc1)N1CCN(c2ccc(F)cc2)CC1,101,99,101,99,105,3,103,0
CC(C)Cn1c2c(c(O)c(C(=O)Nc3ncccc3O)c1=O)CCCC2,85,87,83,87,85,x,83,-1
Cn1nccc1NC(=O)Nc1cccc(Cl)c1Cl,98,101,99,96,98,0,94,-21
CCOc1ccccc1N(CC(=O)OC)S(=O)(=O)c1ccccc1,128,97,98,94,97,2,89,-6
COc1cc2ccccc2cc1C(=O)N/N=C/c1ccc2c(c1)OCO2,98,92,75,99,92,2,94,6

Later entries.
Structure,CR mimetic SO,MEP2-GFP yeast,AGP1-GFP MLPCN,RPL19A-GFP yeast,LAP4-GFP MLPCN,GRK2 inh,CIT2-GFP yeast,VLA-4 inh
O=C(N/N=C/c1ccc(O)cc1O)c1ccncc1,95,108,92,100,102,1,98,-2
Cc1ccc(S(=O)(=O)N(C)CCCC(=O)Nc2ccc(C)cc2C)cc1,99,99,90,98,88,0,92,15
CC(=O)c1ccc(NC(=O)c2cccc(S(=O)(=O)N3CCN(C)CC3)c2)cc1,91,97,97,95,90,2,103,-3
COc1cc2c(C(=O)N3CCN(Cc4ccc5c(c4)OCO5)CC3)cn(C)c(=O)c2cc1OC,93,105,103,103,102,5,108,-14
Cc1cccc(NC(=O)CCCCCN2C(=O)c3ccccc3C2=O)n1,97,103,101,105,111,0,104,3
Cc1[nH]c2ccccc2c1/C=N/NC(=O)CNC(=O)c1ccc2c(c1)OCO2,120,113,104,109,94,0,112,6
CCOC(=O)N1CCN(C(=O)CSc2nc(=O)n3cccc(C)c3n2)CC1,98,106,98,96,102,1,102,3
Cc1ccccc1CN(C)CC(=O)NC(C)CCc1ccccc1 (stereo not drawn),115,107,101,98,103,1,99,-1
Cc1cnn(C(=S)NCc2ccco2)c1,105,102,100,102,92,0,115,1
CN(Cc1ccc(C(F)(F)F)cc1)C(=O)c1ccc(Oc2ccccc2)cc1,90,109,98,101,107,3,97,9

New compounds follow.
Structure,CR mimetic SO,MEP2-GFP yeast,AGP1-GFP MLPCN,RPL19A-GFP yeast,LAP4-GFP MLPCN,GRK2 inh,CIT2-GFP yeast,VLA-4 inh
Cc1nn(C)c(Sc2ccccc2N)c1[N+](=O)[O-],92,102,98,102,129,0,102,0
CC1(C)NC(C(=O)O)Cc2c1[nH]c1ccccc21 (stereo not drawn),110,100,101,101,98,0,97,19
O=c1c2cnn(-c3ccccc3)c2nc(-c2ccco2)n1-c1ccccc1,105,98,92,100,102,2,99,42
COc1ccc(OC)c(Cc2nnc(CCC(=O)NCc3ccsc3)o2)c1,97,107,100,103,102,0,93,-6
COc1ccc(C2OC(=O)CC2C(=O)NC2CCCCCC2)cc1OC (stereo not drawn),71,100,97,98,93,0,101,-1
Cc1nnc(NC(=O)C2c3ccccc3Oc3ccccc32)s1,103,106,x,99,105,0,110,-5
CS(=O)(=O)c1ccccc1-c1nnc(NC(=O)c2ccc(S(=O)(=O)N3CCCC3)cc2)o1,105,101,113,106,102,1,107,4
Cn1ncc2c(NNC(=O)c3ccc(Cl)c(Cl)c3)ncnc21,110,103,99,108,81,0,114,-6
Cc1c(C(=O)Nc2c(C)n(C)n(-c3ccccc3)c2=O)oc2ccc(Cl)cc12,101,103,108,92,112,0,111,8
Cc1cc(=O)oc2cc(OCC(=O)N3CCN(C(=O)C4COc5ccccc5O4)CC3)ccc12 (stereo not drawn),101,100,98,95,98,0,89,7

Next section
Structure,CR mimetic SO,MEP2-GFP yeast,AGP1-GFP MLPCN,RPL19A-GFP yeast,LAP4-GFP MLPCN,GRK2 inh,CIT2-GFP yeast,VLA-4 inh
O=C(NNC(=O)c1cc2ccccc2cc1O)NC1CCCCC1,105,102,91,108,73,2,78,0
O=S(=O)(NC1CCN(S(=O)(=O)c2c(F)cccc2F)C1)c1ccc2c(c1)OCCO2 (stereo not drawn),99,87,89,97,94,0,94,-1
CN(Cc1nc2ccccc2n1C)S(C)(=O)=O,94,101,100,104,104,0,99,3
CCc1cc(CNC(=O)c2ccc(OC3CCN(C(C)=O)CC3)c(OC)c2)on1,87,105,99,100,94,0,98,15
Cc1cccn2c(=O)c(/C=C(\C#N)C(N)=O)c(N3CCN(c4cccc(Cl)c4)CC3)nc12,98,108,91,101,99,1,89,12
Cc1nn2c(=O)c(NC(=O)c3ccc(F)cc3)cnc2s1,95,97,x,99,105,0,100,21
Cc1nc(S(=O)(=O)c2ccc(Cl)cc2)c(NCc2ccccc2)o1,95,101,102,101,100,3,97,8
Cc1ccc(NNC(=O)c2ccc(Cl)cc2)nn1,84,102,97,97,108,1,94,-2
O=[N+]([O-])c1ccc(C[n+]2cc(-c3ccccc3)n3c2CCCCC3)cc1,104,101,99,99,97,0,99,11
CCCCn1c(N)c(N(CC)C(=O)CSCc2ccc(C)cc2)c(=O)[nH]c1=O,89,99,99,99,103,0,97,9

A draw from above in order of formula weight, smallest number first:
Structure,CR mimetic SO,MEP2-GFP yeast,AGP1-GFP MLPCN,RPL19A-GFP yeast,LAP4-GFP MLPCN,GRK2 inh,CIT2-GFP yeast,VLA-4 inh
CN(Cc1nc2ccccc2n1C)S(C)(=O)=O,94,101,100,104,104,0,99,3
Cc1nc(S(=O)(=O)c2ccc(Cl)cc2)c(NCc2ccccc2)o1,95,101,102,101,100,3,97,8
O=S(=O)(NC1CCN(S(=O)(=O)c2c(F)cccc2F)C1)c1ccc2c(c1)OCCO2 (stereo not drawn),99,87,89,97,94,0,94,-1

The list goes on.
Structure,CR mimetic SO,MEP2-GFP yeast,AGP1-GFP MLPCN,RPL19A-GFP yeast,LAP4-GFP MLPCN,GRK2 inh,CIT2-GFP yeast,VLA-4 inh
Nc1ccn([C@@H]2O[C@H](COS(=O)(=O)O)[C@@H](O)[C@H]2O)c(=O)n1,109,107,94,94,99,5,93,-6
Cc1sc(NC(=O)/C=C/c2ccc3c(c2)OCO3)nc1-c1ccccc1,101,104,103,105,98,1,109,8
Cc1c(C(=O)NC(=S)Nc2ccc(N3CCOCC3)cc2)cccc1[N+](=O)[O-],93,93,103,98,103,1,96,11
Cc1ccc(S(=O)(=O)N2CCCCC2)cc1NC(=O)COC(=O)Cc1ccc(Cl)cc1,112,113,107,99,109,3,103,-5
CC(C)n1nnnc1-c1ccc(Cl)cc1,100,104,108,98,103,3,103,4
Cc1c(CC(=O)NCC(=O)O)c(=O)oc2cc3oc4c(c3cc12)CCCC4,109,106,95,102,87,0,109,-9
Cc1cnc(C(=O)NCc2ccc(F)cc2)cn1,98,112,90,92,89,0,94,-6
CCOC(=O)[C@@H]1[C@H]2COc3cc(OC)ccc3[C@H]2N2C(=O)N(c3cccc(F)c3)C(=O)[C@@]12C,98,101,100,100,103,2,99,16
Cn1c(=O)c2c(nc(N3CCCCCC3)n2CC(=O)c2ccccc2)n(C)c1=O,106,103,100,103,102,0,101,-13
Cc1sc(NC(=O)CSc2nnc(C(C)C)n2C)c(C#N)c1C,96,109,108,114,114,0,111,-13

The list continues:
Structure,CR mimetic SO,MEP2-GFP yeast,AGP1-GFP MLPCN,RPL19A-GFP yeast,LAP4-GFP MLPCN,GRK2 inh,CIT2-GFP yeast,VLA-4 inh
O=C(N/N=C/c1cc2ccccc2nc1Cl)[C@H]1C[C@@H]1c1ccccc1,99,102,99,105,94,0,105,-19
COc1ccc(C(=O)NCCS(=O)(=O)N2CCc3ccccc3C2)cc1OC,105,94,111,102,118,0,95,5
COc1ccc2c(c1)CCc1c(C(=O)N(C)c3ccccc3)noc1-2,95,107,102,97,117,0,88,-1
COC(=O)C1CCN(C(=O)CSc2nnc(-c3ccccc3)o2)CC1,89,104,107,98,114,2,103,20
COC(C(=O)Nc1ccnn1C1CCN(Cc2cccc(C)n2)CC1)c1ccccc1 (stereo not drawn),92,100,105,98,91,2,99,16
O=S(=O)(N/N=C/c1ccc(N2CCOCC2)cc1)c1ccc(Br)cc1,93,116,117,120,110,1,113,-4
O=C(CN1C(=O)NC2(CCCCC2)C1=O)Nc1ccc(S(=O)(=O)N2CCOCC2)cc1,102,98,106,99,101,2,99,-3
Cc1nn2c(NCc3ccccn3)cc(C(C)C)nc2c1-c1ccccc1,121,96,70,94,127,3,64,24
